EBI2 block: EBI2 (human) antagonism; actives 0.81% (n = 360,000); inhibition, % at 5 µM; EBI2 beta-arrestin recruitment, luminescence, 7a,25-OHC stimulated; in the data active = inhibition above about 38%;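 note: enzyme fragment complementation signal reports receptor beta-arrestin coupling in cells; 0% = agonist plus DMSO wells and 100% = wells without agonist; some results beyond the cut were filed as inactive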
CCR6 antag: blocks CCL20-driven beta-arrestin recruitment at human CCR6 | actives 0.49% (n = 340,000) | AID 493098 | P51684 | CHO-K1 CCR6 PathHunter beta-arrestin, luminescence, CCL20-stimulated | inhibition, % at 20 µM;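 active = compounds whose inhibition of the agonist-driven luminescence signal at 20 µM reaches about 50%, limit read from the data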;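 note: cells stimulated with CCL20 at 14 nM final; plate controls were DMSO with CCL20 for no effect and DMSO without agonist for full effect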
Target sequence (P51684 whole entry, looked up): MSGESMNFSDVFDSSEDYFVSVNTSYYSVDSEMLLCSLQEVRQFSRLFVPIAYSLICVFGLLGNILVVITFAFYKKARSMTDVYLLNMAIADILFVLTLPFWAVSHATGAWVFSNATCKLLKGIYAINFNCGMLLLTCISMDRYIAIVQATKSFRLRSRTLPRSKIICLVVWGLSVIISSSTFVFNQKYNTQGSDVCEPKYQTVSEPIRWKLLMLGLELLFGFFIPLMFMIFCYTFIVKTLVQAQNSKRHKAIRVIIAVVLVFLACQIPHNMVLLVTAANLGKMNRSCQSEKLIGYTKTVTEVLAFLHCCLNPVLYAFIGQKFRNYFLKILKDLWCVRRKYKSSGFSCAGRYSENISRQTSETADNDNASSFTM
UBC13 inh: human UBC13 polyubiquitination inhibition; P61088; UBC13 polyubiquitin chain formation, TR-FRET; inhibition, % at 20 µM; actives 0.47% (n = 330,000); AID 485273; in the data active = inhibition above about 45%, passing the limit was not always enough
CXCR6 inh: blocks human CXCR6 beta-arrestin recruitment; CHO-K1 PathHunter CXCR6 beta-arrestin, luminescence; inhibition, % at 20 µM; actives 0.36% (n = 360,000); AID 602244; in the data active = inhibition above about 34%, passing the limit was not always enough;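 note: antagonist mode with CXCL16 agonist at 10 nM final; 0% = 10 nM CXCL16 with DMSO and 100% = unstimulated wells without agonist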
Target sequence (O00574 whole entry, looked up): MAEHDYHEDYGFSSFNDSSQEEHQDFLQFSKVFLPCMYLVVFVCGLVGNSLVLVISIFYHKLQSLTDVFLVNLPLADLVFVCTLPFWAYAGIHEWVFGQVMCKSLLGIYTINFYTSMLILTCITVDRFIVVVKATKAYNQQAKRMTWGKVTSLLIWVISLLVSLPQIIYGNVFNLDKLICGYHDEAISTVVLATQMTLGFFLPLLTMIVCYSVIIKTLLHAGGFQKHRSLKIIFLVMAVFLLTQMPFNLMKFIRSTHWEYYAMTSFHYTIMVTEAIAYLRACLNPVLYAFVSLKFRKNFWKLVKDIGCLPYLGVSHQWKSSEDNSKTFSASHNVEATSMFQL
ATG4B inh: blocks human ATG4B protease cleavage of LC3 substrate | actives 0.51% (n = 340,000) | AID 504462 | Q9Y4P1 | inhibition, % at 8.33 µM | ATG4B cleavage of LC3-PLA2, NBD-HPC fluorescence, 1 h; in the data active = inhibition above about 40%
APJ antag: blocks the human apelin receptor APJ. inhibition, % at 20 µM. AID 2521. P35414. CHO-K1 APJ beta-arrestin complementation, luminescence. actives 0.32% (n = 330,000);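 active = inhibition above about 40% at 20 µM, limit read from the data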;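 note: cells challenged with 10 nM apelin-13 agonist together with compound; plate controls were apelin-13 plus DMSO wells for no effect and DMSO wells lacking apelin-13 for full effect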
Target sequence (P35414 whole entry, looked up): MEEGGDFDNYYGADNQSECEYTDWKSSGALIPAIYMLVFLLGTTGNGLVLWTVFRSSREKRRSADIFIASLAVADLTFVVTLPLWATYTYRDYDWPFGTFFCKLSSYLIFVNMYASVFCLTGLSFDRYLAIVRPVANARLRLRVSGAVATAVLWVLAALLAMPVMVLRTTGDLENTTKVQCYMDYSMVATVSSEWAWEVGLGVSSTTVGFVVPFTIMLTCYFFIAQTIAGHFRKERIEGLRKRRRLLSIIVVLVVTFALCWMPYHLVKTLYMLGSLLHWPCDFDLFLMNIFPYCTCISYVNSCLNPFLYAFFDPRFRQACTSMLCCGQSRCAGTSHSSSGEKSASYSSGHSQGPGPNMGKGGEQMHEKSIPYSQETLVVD
Gli-Sufu antag: antagonists of Gli-Sufu signaling. Sufu-KO-LIGHT fibroblasts, Gli luciferase reporter luminescence. actives 0.74% (n = 340,000). AID 588413. inhibition, % at 5 µM;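 active = inhibition above about 55%, limit read from the data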;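 note: 0% = DMSO-treated cells and 100% = wells with medium but no cells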
APJ ag: activates the human apelin receptor APJ; P35414; CHO-K1 APJ PathHunter beta-arrestin, luminescence; 0% DMSO wells, 100% apelin; activation, % at 20 µM; actives 0.11% (n = 330,000);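 active = activation more than six SD over the plate average, tested at 20 µM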;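 note: 0% = DMSO alone and 100% = apelin-13 at 10 nM; some results filed as inactive read as strong as hits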
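Test system – PathHunter CHO-K1 APJ (AGTRL-1) beta-arrestin reporter cells · Input – 1000 cells/well · Compound – single test compound dose, 20 µM final, 1% DMSO · Times – compound stimulation 90 min at 25 °C, detection 60 min · Technique – beta-gal luminescence · Read-out basis – APJ–arrestin association signal · Control set – negative DMSO alone, positive Apelin-13 at 10 nM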
* hit, by the source's call; . = not tested or not shown.

SMILES	EBI2 block	CCR6 antag	UBC13 inh	CXCR6 inh	ATG4B inh	APJ antag	Gli-Sufu antag	APJ ag
CCOC(=O)c1c(C)[nH]c(C(=O)OCC(=O)c2ccc3c(c2)NC(=O)CO3)c1C	5	8	-3	-3	-20	11	-13	12
CC(C)OC(=O)c1ccc(NCc2cc(O)ccc2O)cc1	-4	33	.	4	4	.	16	.
Cc1ccc(SCC(=O)c2c(C)nc3ccccn23)cc1	5	18	-2	0	-1	-1	6	-3
Cn1cc(S(=O)(=O)N2CCOCC2)cc1C(=O)NCc1ccccc1Cl	-5	-13	-10	4	-20	-8	-3	3
COc1ccc(-c2nnn(CC(=O)N(c3cccc(O)c3)C(C)C(=O)NC3CCCC3)n2)cc1OC (stereo unspecified)	-5	5	-2	-7	-5	18	3	1
CC(C)OC(=O)c1nnn(-c2nonc2N)c1CN1CCc2ccccc2C1	-15	21	.	-1	-7	.	-2	.
CC1CCCN(c2oc(-c3cccc4ccccc34)nc2C#N)C1 (stereo unspecified)	-2	-1	36	-2	3	11	-33	-4
CC1CCN(c2ccc(C(=O)OCC(=O)NCCN3C(=O)CSC3=O)cc2[N+](=O)[O-])CC1	21	17	-16	-2	-7	5	-8	-3
Cc1cc(C)c(NC(=O)CNC(=O)c2ccc(-n3cncn3)c([N+](=O)[O-])c2)c(C)c1	-8	1	-7	1	-8	-10	-14	8
O=C(O)c1ccccc1C(=O)Nc1ccc(S(=O)(=O)N2CCCC2)cc1	-2	11	1	0	5	-9	1	2
OCCNCCNCc1ccccc1OCc1ccccc1	-4	4	-1	0	-1	7	0	-6
O=C(Nc1cccc(S(=O)(=O)NC2=NCCC2)c1)c1ccc(F)cc1F	6	-6	-2	-2	-1	-13	-10	0
Cn1ncc2c(Nc3ccc(-c4ccccc4)cc3)ncnc21	6	-6	10	-6	-3	4	-51	-1
Cc1ccc(-c2csc(N3CCN(c4cc5c(cc4Cl)nc(-c4ccncc4)n5CCOCCO)CC3)n2)cc1	33	6	17	-5	-10	-7	19	6
COc1ccc(NC(=O)CS(=O)(=O)c2ccc(C)cc2)c(OC)c1	-12	2	-1	7	10	110*	2	-3
CCOC(=O)c1c(C)[nH]c(C(=O)COC(=O)c2ccc(O)cc2O)c1C	20	4	-10	-2	-7	5	-8	-4
CNC(=O)c1nc(C)n(-c2cc(Cl)ccc2Cl)n1	-4	-8	4	4	4	21	-8	-4
Cc1ccc(NC(=O)c2cc(=O)c3ccccc3o2)cc1S(=O)(=O)N1CCCCC1	-6	-8	1	1	-5	5	0	4
COc1cccc(-c2nc(SC)nc3sc(C(=O)NC(C)(C)C)c(N)c23)c1	-41	18	2	10	-9	9	-9	-4
N/C(=N\OC(=O)c1ccccc1[N+](=O)[O-])c1cccnc1	-14	-10	3	-5	0	-43	-6	12

3 compounds from above, sorted by molar mass, ascending:
SMILES	EBI2 block	CCR6 antag	UBC13 inh	CXCR6 inh	ATG4B inh	APJ antag	Gli-Sufu antag	APJ ag
Cc1ccc(SCC(=O)c2c(C)nc3ccccn23)cc1	5	18	-2	0	-1	-1	6	-3
Cn1ncc2c(Nc3ccc(-c4ccccc4)cc3)ncnc21	6	-6	10	-6	-3	4	-51	-1
COc1ccc(NC(=O)CS(=O)(=O)c2ccc(C)cc2)c(OC)c1	-12	2	-1	7	10	110*	2	-3

Further structures
SMILES	EBI2 block	CCR6 antag	UBC13 inh	CXCR6 inh	ATG4B inh	APJ antag	Gli-Sufu antag	APJ ag
CN(C)S(=O)(=O)c1cc(C(=O)OCCn2cnc3c2c(=O)n(C)c(=O)n3C)ccc1Cl	-2	7	6	-14	-13	6	0	-3
COc1ccccc1NNC(=O)C(O)(c1ccccc1)c1ccccc1	-6	7	-2	12	-8	9	3	-2
CN(C)c1ccc(NC(=O)CCN2CCN(c3ccccn3)CC2)cc1	0	-6	1	-2	-2	10	-19	-3
COc1ccccc1OCCSc1nnc(C)n1-c1ccccc1	-9	1	-14	4	-10	6	-8	-4
Cc1cc(O)ccc1N/C=C(\C#N)c1nc2ccccc2o1	0	4	9	8	-6	1	3	-1
COc1ccc(CCC(=O)N2CCN(S(=O)(=O)c3ccc(C)cc3)CC2)cc1	49*	8	1	-3	-6	9	-6	-3
CCCCNCCOc1ccccc1-c1ccccc1	4	10	9	-2	3	8	-7	-3
Cc1cccc(NC(c2ccc(C)s2)c2ccc3ccc(C)nc3c2O)n1 (stereo unspecified)	6	9	-15	-11	6	-13	6	3
O=C(Cn1cnc2ccccc21)N1CCN(S(=O)(=O)c2ccccc2)CC1	-4	0	3	1	-2	6	14	-2
CC(C)c1ccccc1NC(=S)NN(Cc1ccccc1)c1ccccc1	16	22	11	14	6	-5	1	-8
Cc1cccc(N2CCN(C(=O)C3CCC(=O)N(C4CC4)C3)CC2)c1C (stereo unspecified)	9	10	6	-14	-8	17	13	-4
COc1ccccc1N1CCN(/N=C\c2cccnc2)CC1	5	11	4	8	-1	19	-12	-5
CN(Cc1cccs1)C(=O)COc1cccc2c1OC(C)(C)C2	-4	14	20	-1	-3	13	-1	-6
COc1ccc(CC(=O)Nc2ccccc2N2CCCC2)cc1	-10	8	-2	-4	1	-4	9	1
CC(c1ccon1)N(C)Cc1cn(C)nc1-c1ccc2c(c1)OCCO2 (stereo unspecified)	13	-8	-9	-12	-4	14	1	0
O=C(NC1=NCCS1)c1ccc(F)c(S(=O)(=O)N2CCOCC2)c1	-15	13	0	1	-3	2	-14	-2
CCc1cccc(C)c1NC(=O)CSc1nnc(-c2ccco2)n1N	9	8	-3	4	-5	-4	-1	-2
O=C(CN1C(=O)COc2ccccc21)c1ccc(Cl)cc1	13	8	-2	4	-5	-2	4	-4
Cc1cc(C#N)c(C)n1-c1cc(C(F)(F)F)ccc1N1CCOCC1	13	16	-8	3	1	-1	17	-1
CCSc1nnc(NC(=O)CSc2ncccn2)s1	-4	11	1	-4	-9	17	0	-3
CC(NC(=O)NCCCn1ccnc1)(C(F)(F)F)C(F)(F)F	3	-3	4	-6	-14	13	-11	0
COc1ccc(Nc2sc(C(=O)c3ccc(Cl)cc3)c(N)c2C(=O)Nc2ccccc2OC)cc1	-31	13	-31	1	6	11	26	-4
CCOC(=O)CSc1nc2ccc(N3CCOCC3)cc2c(=O)n1Cc1ccccc1	1	-1	9	6	4	-4	5	0
COC(=O)c1ccccc1NC(=O)C(CCS(C)(=O)=O)NC(C)=O (stereo unspecified)	-21	0	0	-2	4	3	0	-2
Cc1ccc(S(=O)(=O)Nc2cc(C)nn2-c2ccccc2)cc1	-13	-6	1	-6	0	-16	-20	6
Cc1ccccc1OCCC(=O)OCC(=O)NC(C)c1ccccc1 (stereo unspecified)	-11	5	8	-2	0	12	27	-3
COC(=O)c1c(NC(=O)CN2CCN(Cc3ccc4c(c3)OCO4)CC2)sc(C)c1C	10	5	-6	-4	13	1	8	-5
CS(=O)(=O)c1ccc(Cl)c(NC(=O)CCc2ccccc2)c1	0	-3	2	-2	-5	4	-4	4
COc1ccc(C(=O)/C=C/Nc2cccc(O)c2)cc1	19	12	-6	-3	-2	7	-67	-1
CCCCN(C(=O)CNC(=O)c1cccs1)C(C(=O)NC1CCCCC1)c1cccnc1 (stereo unspecified)	-3	-15	4	-12	-14	1	-4	0
COc1ccc(/C=N/NC(=O)Cc2cc(OC)c(OC)cc2[N+](=O)[O-])cc1	-5	3	-5	2	2	8	-9	-2
COc1ccc(-c2cc(C(F)(F)F)nc(-n3cc(Cl)cn3)n2)cc1	2	13	6	-10	-9	0	7	-7
c1ccc(-c2nn[nH]n2)cc1	-12	-1	2	6	-9	10	1	-6
CCOc1ccc(S(=O)(=O)Nc2ccc(F)cc2)c(C)c1C	6	-6	-3	-2	-11	0	8	-3
Cc1occc1C(=O)NNC(=O)c1ccccc1C(=O)O	2	-10	0	5	1	10	-6	-3
Cn1sc(NC(=O)c2ccccc2)nc1=O	2	6	-12	-3	-2	20	-12	-2
C=CCSc1nc(N)c(C(=O)Nc2ccccc2OC)cc1C(=O)Nc1ccccc1	-3	13	-12	-1	-8	6	0	0
Cc1ccc(C(=O)NC(=S)Nc2ccccc2N2CCCC2)cc1[N+](=O)[O-]	7	33	-7	29	42*	10	12	-4
COc1ccc(NC(=O)c2ccc(N3C(=O)C4CC=C(Cl)CC4C3=O)cc2)cc1 (stereo unspecified)	28	7	-10	-4	3	5	-49	-3
O=[N+]([O-])c1ccc(NCc2ccccc2)nc1	-12	1	-11	5	-8	9	-20	-2
O=C1c2ccccc2C(Nc2ccc3c(c2)OCCO3)N1Cc1ccco1 (stereo unspecified)	-11	-5	-9	-20	1	4	7	-1
Nc1nccnc1C(=O)OCc1nc2sc3c(c2c(=O)[nH]1)CCCC3	-18	14	1	-4	9	24	-3	-3
CC(=O)Oc1ccc(C(=O)Nc2cccc(C(=O)NC(C)(C)C)c2)cc1	-5	15	-9	-5	-6	-20	1	-2
Cc1ccc(S(=O)(=O)N(CC(=O)Nc2cccc(C)c2C)C(=O)N2CCN(C)CC2)cc1	7	6	-6	-8	2	4	-7	9
Cc1nc(Nc2ccc3c(c2)OCCO3)c2oc3ccccc3c2n1	-6	20	8	-6	-6	5	-9	4
CC(C)CC(=O)Nc1cccc(-c2nc3ccccc3[nH]2)c1	-7	1	-2	-2	-8	-17	-12	1
Cc1cc(-c2ccccc2)nc2[n+]1CCN2C	-12	3	6	-5	9	9	3	-2
CCCCCc1nc2c(=O)[nH]c3ccccc3c2o1	-21	9	8	-1	0	-10	-47	-2
CCCn1c(N)c(C(=O)CN(C)CC(=O)Nc2c(Cl)cccc2Cl)c(=O)[nH]c1=O	-15	7	3	3	-9	-9	-6	-4
Nc1nnc(SCCCOc2ccc(F)cc2)s1	-24	-2	2	-5	3	4	-12	1
CCOC(=O)Nc1nn(-c2ccc(C)cc2)c(=O)c(C#N)c1C	4	7	-9	1	0	-2	-1	-5
Cc1ccc(-n2nc(C)c3c(C)c(CCC(=O)O)c(C)nc32)cc1	8	7	11	-7	-2	-16	9	-3
O=C(O)CCCCCN=Cc1c(O)c2ccccc2oc1=O	-6	-1	-2	6	4	4	2	-2
COc1cc(COCC(O)CN2CCN(CCN3C(=O)c4cccc5cccc(c45)C3=O)CC2)cc(OC)c1OC (stereo unspecified)	-9	5	26	0	-4	9	5	-4
CC(C)[C@H](NC(=O)Cc1ccccc1)C(=O)OCc1cc(=O)n2c(n1)sc1ccccc12	11	13	1	-7	-1	-6	0	-2
Cc1ccc(C(=O)NCCN2C3=NC[C@H](Cc4ccc(O)cc4)N3C[C@H]2Cc2ccc(O)cc2)cc1Br	0	18	55*	0	-6	14	5	10
O=C(COc1ccccc1/C=C\c1[nH]c(=O)[nH]c(=O)c1[N+](=O)[O-])Nc1ccccc1	-5	12	.	11	-7	.	-6	.
O=S(=O)(c1ccc(Cl)cc1)N(CCCN1CCOCC1)Cc1cccs1	-5	5	10	6	-9	2	5	-3
CCOc1ccc(C2N(c3ccc(Cl)cc3)C(=O)C3CCCN32)cc1OC (stereo unspecified)	-4	-1	0	0	-6	7	-3	-2
CCSc1nnc(NC(=O)C(C)Sc2nc3ccccc3[nH]2)s1 (stereo unspecified)	1	14	-3	4	7	-5	-1	-3
COc1cc(NCCCCCCN)c2ncccc2c1OC	-37	8	.	-1	10	.	8	.
CCOC(=O)Cc1cc(-c2ccccc2)nc2ccc3ccccc3c12	16	8	12	2	3	18	11	-4
O=C(Nc1ccc2c(c1)OCCO2)c1cc2ccccc2o1	18	16	-7	6	-10	-1	-146	-2

Retrieved one by one from the entries so far:
SMILES	EBI2 block	CCR6 antag	UBC13 inh	CXCR6 inh	ATG4B inh	APJ antag	Gli-Sufu antag	APJ ag
Cc1ccc(S(=O)(=O)N(CC(=O)Nc2cccc(C)c2C)C(=O)N2CCN(C)CC2)cc1	7	6	-6	-8	2	4	-7	9
CC(C)[C@H](NC(=O)Cc1ccccc1)C(=O)OCc1cc(=O)n2c(n1)sc1ccccc12	11	13	1	-7	-1	-6	0	-2
